Compound activity deposited in PubChem BioAssay by several laboratories.
ARFGAP1 inh – inhibits rat ARF GTPase activating protein 1; Arfgap1-stimulated ARF1 GTP hydrolysis, GDP FP detection; inhibition, % at 16.5 µM; hit rate 0.26% among 360,000; AID 651572;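 active means inhibition above a per-plate limit, mean inhibition of low control wells plus 3 SD, cut at about 25% in these data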;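 further: 0% = DMSO wells with enzyme and 100% = wells lacking Arfgap1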
Target sequence (Q62848 1-136 limits assumed): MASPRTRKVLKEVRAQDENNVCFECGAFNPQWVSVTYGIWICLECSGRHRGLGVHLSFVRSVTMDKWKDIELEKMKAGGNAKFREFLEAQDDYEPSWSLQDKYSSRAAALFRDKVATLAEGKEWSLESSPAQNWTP
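Assay system: purified rat His6-Arfgap1 residues 1-136 (GAP domain); Reagent: human Δ17 ARF1 bound to GTP; Dosing: 16.5 µM single point, 1.26% DMSO; Times: GTP hydrolysis reaction 2 h at 25 °C; Signal: FP, GDP Alexa 633 tracer displaced from anti-GDP antibody, 620/688 nm; Measure: % inhibition from polarization.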
GAA850 FXN act – activators of GAA850 frataxin (FXN) promoter. HEK293 lucGAA850 FXN promoter luciferase reporter, 24 h; percent of 10 µM SAHA response. hit rate 0.56% among 360,000. activation, % at 6 µM. AID 540364;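 active means activation above the average of all compounds screened plus 3 SD, cutoff fixed separately per campaign, cut at about 7.5% in these data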;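 further: 0% = DMSO wells and 100% = 10 µM SAHA wells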
NPR2 activator – GC-B (human) receptor activation. P20594. HEK293-GC-B cells, CNP EC30, cGMP TR-FRET; 0% at EC30 CNP, 100% saturating CNP. activation, % at 10 µM. hit rate 0.11% among 370,000;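 active means activation at 10 µM reaching about 35% in either raw or pattern-adjusted values, limit read from the data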
KLK7 zymogen act – proKLK7 (human) activation, primary screen | AID 652039 | purified proKLK7, EDANS-DABCYL substrate fluorescence; 100% is mature enzyme control, 0% vehicle | activation, % at 7 µM | P49862 | hit rate 0.9% among 370,000;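 active means activation above the mean of all tested compounds plus 3 SD, computed per campaign excluding outliers beyond control limits, cut at about 13% in these data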
sPLA2-III inh – Blocks human group III sPLA2 activity; inhibition, % at 12.2 µM; QFRET BODIPY PC-A2 liposome hydrolysis, fluorescence; AID 743126; Q9NZ20; hit rate 0.56% among 370,000;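 active means inhibition above mean plus 3 SD of compounds lying within the high and low control bounds, cut at about 19% in these data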;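 further: 0% = median of test compound wells and 100% = no enzyme DMSO wells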
Target sequence (Q9NZ20 whole entry, looked up): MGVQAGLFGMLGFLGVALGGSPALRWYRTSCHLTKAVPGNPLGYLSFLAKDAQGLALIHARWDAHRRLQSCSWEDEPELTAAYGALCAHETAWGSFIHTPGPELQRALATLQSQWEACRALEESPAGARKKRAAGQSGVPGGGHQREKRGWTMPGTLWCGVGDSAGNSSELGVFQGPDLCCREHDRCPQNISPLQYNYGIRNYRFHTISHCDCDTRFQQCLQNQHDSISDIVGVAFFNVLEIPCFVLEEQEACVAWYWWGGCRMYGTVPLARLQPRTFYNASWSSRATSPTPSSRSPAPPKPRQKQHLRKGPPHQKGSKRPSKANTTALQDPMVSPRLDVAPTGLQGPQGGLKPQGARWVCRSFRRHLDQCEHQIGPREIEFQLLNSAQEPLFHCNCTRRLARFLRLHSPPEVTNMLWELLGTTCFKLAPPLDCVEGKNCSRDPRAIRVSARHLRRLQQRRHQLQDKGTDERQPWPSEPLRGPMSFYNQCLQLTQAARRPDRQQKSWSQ
ASAP1 GAP inh – ASAP1 ArfGAP inhibition; AID 624377; Q9ULH1; inhibition, % at 16.5 µM; hit rate 0.19% among 360,000; ASAP1-stimulated ARF1 GTP hydrolysis, GDP FP detection; in the data active means inhibition above about 25%;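 further: 0% = vehicle with enzyme and substrate and 100% = no enzyme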
Target sequence (Q9ULH1 325-724 limits assumed): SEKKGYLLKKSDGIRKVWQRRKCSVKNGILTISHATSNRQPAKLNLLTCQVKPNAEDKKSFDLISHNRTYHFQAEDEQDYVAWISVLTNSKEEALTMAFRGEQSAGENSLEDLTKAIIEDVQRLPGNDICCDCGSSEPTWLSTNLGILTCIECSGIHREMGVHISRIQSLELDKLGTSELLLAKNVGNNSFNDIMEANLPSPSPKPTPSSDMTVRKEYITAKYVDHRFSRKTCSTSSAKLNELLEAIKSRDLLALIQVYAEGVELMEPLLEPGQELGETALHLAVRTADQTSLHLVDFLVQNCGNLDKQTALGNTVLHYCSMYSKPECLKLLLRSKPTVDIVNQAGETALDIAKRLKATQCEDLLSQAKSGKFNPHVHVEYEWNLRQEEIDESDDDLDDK
ADAM10 inh – inhibits human ADAM10; O14672; recombinant ADAM10, EDANS/DABCYL FRET peptide cleavage, 3 h; inhibition, % at 7 µM; hit rate 0.62% among 370,000; AID 720582;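 active means inhibition above a per-campaign cutoff equal to the mean of compounds falling between control-based bounds plus 3 SD, cut at about 20% in these data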;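 further: 0% = DMSO wells while the 100% control is not disclosed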
DDE Tn6 FP inh – disrupts Tn6 cyclic peptide binding to fibrin D-Dimer-E complex | P02675 | Fibrin DD(E) TRITC-Tn6 fluorescence polarization displacement | inhibition, % at 8.3 µM | hit rate 0.21% among 370,000 | AID 720509;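 active means inhibition above a per-campaign cutoff: mean of compounds within control limits plus 3 SD, cut at about 15% in these data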;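 further: 0% = median of all compound wells on the plate and 100% = blocking peptide control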
rCAG RNA binder – molecules binding r(CAG) RNA repeats. r(CAG) RNA repeat, TO-PRO-1 dye displacement fluorescence. inhibition, % at 3 µM. hit rate 1.3% among 370,000;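 active means inhibition above the plate cutoff, the mean of all test compounds on that plate plus 3 SD, cut at about 35% in these data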;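 further: 0% = DMSO alone and 100% = 100 µM mitoxantrone as full dye displacement; higher means more dye released from RNA so lower well fluorescence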
GC-A act – GC-A (human) enzyme activation; P16066; HEK293 GC-A cells, cGMP TR-FRET, EC30 ANP; 0% at EC30 ANP, 100% saturating ANP; activation, % at 10 µM; hit rate 0.14% among 370,000; in the data active means activation above about 40%
Numbers without * were called inactive; . = not tested or not shown. An unsorted share of the library, and some 4.5% of all compounds hit somewhere here.

SMILES	ARFGAP1 inh	GAA850 FXN act	NPR2 activator	KLK7 zymogen act	sPLA2-III inh	ASAP1 GAP inh	ADAM10 inh	DDE Tn6 FP inh	rCAG RNA binder	GC-A act
CCc1ccc(OCC(=O)N/N=C(\C)c2ccc(-n3ccnc3)cc2)cc1	3.3	1.3	4.3	0.2	-7.6	-10.6	7.8	5.0	-1.0	-0.5
CCN(C)c1nc(C)nc2c1nnn2Cc1ccccc1	.	.	-0.2	0.4	1.4	.	-2.1	2.7	0.9	4.9
CCCCn1c(N)c(N(CCOC)C(=O)COC(=O)COc2c(C)cc(C)cc2C)c(=O)[nH]c1=O	-4.8	-0.2	-4.7	0.0	2.9	16.1	1.3	-4.4	-12.4	3.4
COc1ccc(Cl)cc1NC(=O)CSc1nc(C)cc(C)n1	0.4	2.2	0.3	0.9	-3.3	2.7	1.9	-3.8	-6.0	-5.5
CC(C)n1nc(C(=O)Nc2ccc(-n3cnnn3)cc2)c2ccccc2c1=O	6.8	1.5	3.1	-0.5	7.9	-2.4	-18.8	-3.2	-0.2	1.7
CC(=O)Nc1ccc(NC(=O)CCS(=O)(=O)c2ccc3c(c2)oc(=O)n3C)cc1	3.8	-0.6	-1.8	0.2	5.8	11.5	3.4	8.8	3.6	1.2
COc1ccc(NC(=O)CSc2nnc(Cc3ccccc3)c(=O)n2N)c(OC)c1	-3.9	0.6	2.6	-0.6	-12.6	18.0	4.2	5.1	2.2	-1.9
COc1ccc(C(=O)C2CCCN(C(=O)c3cccnc3OC)C2)cc1F (stereo not given)	4.5	1.4	-4.3	0.5	9.4	0.2	10.4	-0.5	-5.3	-2.1
Cc1cc2occ(CC(=O)NNC(=O)c3ccccc3)c2cc1C	15.0	0.0	1.1	0.7	-15.1	-1.4	-2.6	-0.9	1.5	1.4
COc1cccc(NC(=O)c2ccccc2-c2nc(-c3ccccc3)no2)c1	-2.5	1.2	1.6	-0.2	-5.9	9.1	9.3	-4.0	6.9	-4.0
COc1cc(OC)cc(C(=O)Nc2ncc3c(n2)CC(C)(C)CC3=O)c1	6.0	0.9	-1.0	0.1	1.7	-3.4	-0.7	-9.9	-6.0	1.8
COc1ccc(C(=O)Cn2nnc(-c3ccccc3NC(=O)C3CC3)n2)cc1	-1.1	2.0	-15.3	0.1	-16.9	7.1	4.9	1.9	1.1	-15.2
CCCOC1CCCN(C(=O)CCCn2nnnc2CN2CCOCC2)C1 (stereo not given)	-4.2	3.6	0.9	-0.3	3.6	-4.2	-14.4	-4.0	-5.4	1.5
Cc1cc(C)c(C)c(S(=O)(=O)Nc2ccccc2C(=O)NCCCn2ccnc2)c1C	11.8	0.6	1.8	0.3	-17.4	4.0	-9.3	-5.4	14.5	-3.0
CCCc1cc(=O)oc2cc(OCC(=O)NCCCN3CCCC3=O)ccc12	12.9	0.3	-4.5	0.5	0.6	0.1	-82.8	-5.3	-5.7	1.1
COc1ccccc1C(CNC(=O)c1ccc(NS(=O)(=O)c2ccc(C(C)=O)cc2)cc1)N1CCCC1 (stereo not given)	-1.5	-0.2	2.2	-0.2	-4.4	1.5	-10.6	-0.7	18.0	2.4
NC(=NCc1ccco1)NC(=O)c1ccccc1	6.9	1.0	2.3	0.1	-3.4	4.8	-1.0	4.1	1.8	-1.6
Cc1ccc2nc(-c3ccccc3)nn2c1	3.9	-4.2	5.7	-0.4	1.5	-16.4	-10.4	11.7	3.7	-3.3
COc1ccc(C2NC(=O)NC(C)=C2C(=O)OC2CCCC(C)C2)cc1 (stereo not given)	8.3	-9.8	-2.2	0.2	4.8	0.6	9.0	-2.4	-8.5	-20.9
OC(c1cc(F)cc(Cl)c1)c1ncc(-c2ccccc2C(F)(F)F)[nH]1 (stereo not given)	5.3	0.9	-5.4	0.5	-1.2	7.1	5.4	0.0	1.6	-6.5
CCOc1ccc(NC(=O)CN(C)C(=O)CCCc2nc3ccccc3c(=O)[nH]2)cc1OCC	11.4	0.7	-1.6	0.4	3.2	-3.0	1.4	-1.3	-3.8	4.7
CC(C)Oc1ccc(CN2CCC2(C)C(=O)Nc2cccc(Oc3ccccc3)c2)cc1 (stereo not given)	3.8	2.4	2.9	0.4	-16.5	-9.1	-3.2	3.6	2.6	1.6
O=C(NCCCNC(=O)C(F)(F)C(F)F)C(F)(F)C(F)F	14.2	-1.1	1.1	0.3	2.5	-3.0	-3.6	0.5	1.6	-3.0
O=C1C=C(c2ccc(-c3ccccc3)c(F)c2)C[C@@H](c2ccc(Cl)cc2)C1	10.4	1.1	-0.3	0.3	-5.3	2.0	5.9	-4.9	-0.1	1.0
CCn1c(SCC(=O)N2CCc3ccccc32)nnc1-c1c[nH]c2ccccc12	-3.9	-2.7	-10.0	0.5	-6.1	-1.6	-6.4	-6.5	-0.4	-6.8
CCC(=N\NC(=O)COc1ccccc1OC)/C(CC)=N/NC(=O)COc1ccccc1OC	-0.8	1.7	-0.6	0.3	0.6	1.0	10.7	2.3	3.2	0.8
O=C(COc1ccc(Br)cc1)Nc1ccc2c(c1)C(=O)NC2=O	-2.3	1.5	-3.1	-1.7	4.3	11.8	-1.3	-2.9	1.2	4.0
CCCCCCN(C(=O)CCCCCN1C(=O)NC(c2ccc(-c3ccccc3)cc2)C(C(=O)OCc2ccccc2)=C1C)C(C(=O)NCCCC)c1cccc(C(=O)OC)c1 (stereo not given)	-5.7	.	0.2	0.2	-5.0	-12.6	-4.1	0.6	6.0	-0.9
Cc1ccccc1C(=O)N1CCC(C(=O)NCCc2ccc(S(N)(=O)=O)cc2)CC1	2.8	1.1	-2.9	-0.9	4.7	8.0	-3.1	-2.0	2.1	2.1
Cc1ccccc1NC1=NC(=S)N(CC(N)=O)C12CCOC(C)(C)C2 (stereo not given)	-2.0	1.6	-0.3	-1.0	-4.4	2.0	-0.2	-4.1	0.6	1.1
COc1cc(NC(=O)Nc2c(C)n(C)n(-c3ccccc3)c2=O)cc(OC)c1OC	-10.0	1.2	0.3	-0.5	3.1	3.3	11.8	-8.5	-3.0	-2.7
O=[N+]([O-])c1cc(O)c2ncccc2c1	7.9	.	1.0	-1.4	-4.9	5.0	10.2	4.8	3.9	2.8
Cc1ccc(C(=O)N2CCN(c3ccc(NC(=O)c4cccs4)cc3)CC2)cc1	-7.2	-0.9	-1.9	2.9	-0.8	-4.3	0.9	4.4	1.7	-0.8
COc1ccc(N2C(=O)c3ccccc3NC23CCC(C)CC3)cc1 (stereo not given)	-5.1	0.7	-3.0	-0.2	4.9	4.7	-29.8	6.2	3.1	-9.5
CC(=O)c1cccc(NC(=O)NC2CCCc3ccccc32)c1 (stereo not given)	9.2	1.2	-2.0	0.1	-5.7	3.7	-9.3	0.4	-1.3	-4.0
O=S(=O)(c1ccc(C2CCCCC2)cc1)N1CCCC1	0.8	-1.1	1.8	-0.2	-10.2	-3.1	7.3	5.3	-1.5	-1.5
COc1ccc(CCn2c(O)c(C3=c4ccccc4=NC3=O)sc2=S)cc1OC	7.4	-0.5	-4.3	-1.0	2.0	-8.6	2.3	-5.5	0.2	6.6
CCC(=O)N1c2ccc(C)cc2C2=NNC(=S)NC21O (stereo not given)	2.3	0.2	-13.9	0.3	8.8	8.2	7.8	-1.7	1.8	-29.7
CS(=O)(=O)c1ccc(-c2cnc3c(NC=O)cc(-c4ccsc4)cn23)cc1	-6.8	2.4	-1.6	-6.7	-3.3	5.2	-94.9	-0.5	12.3	-0.9
O=C(/C=C/c1ccc(F)cc1)N1CCN(c2ncccn2)CC1	12.6	0.6	-5.1	-0.1	0.3	-16.6	-4.6	4.5	-3.3	-9.1
C[C@@H]1CN([C@H](C)CO)C(=O)c2cccc(NC(=O)Nc3ccc(F)cc3)c2O[C@H]1CN(C)C(=O)Nc1ccc(C(F)(F)F)cc1	2.5	-6.5	-4.3	-0.3	-19.5	7.7	19.1	-4.4	7.3	-3.4
Cc1ccc(Cn2cc(CN3CC(N4CCN(Cc5cccc(C)c5)CC4)CS3(=O)=O)nn2)cc1 (stereo not given)	-0.1	.	-7.4	-0.1	1.2	1.2	-5.4	-2.0	-0.5	-3.5
CCC(Oc1ccccc1)C(=O)Nc1cc(C)on1 (stereo not given)	-8.0	2.2	3.0	-0.4	-6.1	-5.3	-6.0	-0.3	3.1	1.5
O=C(O)/C=C\C(=O)Nc1ccc(N2CCN(c3ccc(Cl)cc3)CC2)cc1	4.7	-1.9	-5.8	-0.2	9.5	2.9	16.0	0.8	9.8	0.8
Nn1c(SCC(=O)Nc2cccc3ccccc23)nnc1-c1cc(-c2ccccc2)n[nH]1	.	.	-8.1	0.7	1.6	.	-6.0	-2.3	8.1	-1.8
CC(C)[C@H](CO)NC(=O)[C@H]1O[C@@H](n2ccc(N)nc2=O)[C@H](O)[C@@H]1O	-4.7	.	2.1	0.4	0.3	14.9	-3.6	3.4	1.4	4.6
C[C@H](NC(=O)Nc1cccc(Br)c1)C(=O)O	0.3	1.9	2.4	-0.6	15.3	3.2	-0.1	-1.2	-3.3	1.6
CCN(N=Nc1cccc([N+](=O)[O-])c1)c1cccc([N+](=O)[O-])c1	4.8	0.3	0.0	-0.3	-1.1	-1.3	3.5	0.8	2.3	4.1
COC(=O)c1c(C)[nH]c(C(=O)/C=C/c2ccc(Cl)cc2)c1C	3.1	-12.3	6.6	-0.2	-7.3	7.6	10.2	-6.8	7.3	0.5
CC1Cc2ccccc2N1C(=O)COC(=O)c1cc(Br)ccc1O (stereo not given)	6.3	-0.2	-3.0	0.8	-2.3	-7.4	-7.5	2.3	-0.2	-1.1
CC(C)(C)CC(C)(C)N1CNC(=S)NC1	4.1	1.2	4.4	0.2	18.5	-3.5	-0.7	0.8	-3.3	6.0
CCCCn1c(N)c(N(CCOC)C(=O)CC2CCCCC2)c(=O)[nH]c1=O	-4.0	0.1	0.3	0.2	6.9	-4.3	-4.4	12.3	-4.0	0.8
O=[N+]([O-])c1ccccc1C=Nn1c(-c2cc(-c3ccccc3)n[nH]2)n[nH]c1=S	.	.	-14.3	0.2	9.2	.	-8.0	-2.1	47.3*	1.0
CC(=O)Nc1ccc(S(=O)(=O)NCCC(=O)OCc2nnc(-c3ccccc3)o2)cc1	-3.6	0.0	-0.1	-0.4	7.4	-2.3	-5.1	-4.3	1.8	-0.7

As a working copy, part of the list above:
SMILES	ARFGAP1 inh	GAA850 FXN act	NPR2 activator	KLK7 zymogen act	sPLA2-III inh	ASAP1 GAP inh	ADAM10 inh	DDE Tn6 FP inh	rCAG RNA binder	GC-A act
CC(C)(C)CC(C)(C)N1CNC(=S)NC1	4.1	1.2	4.4	0.2	18.5	-3.5	-0.7	0.8	-3.3	6.0
CCCCn1c(N)c(N(CCOC)C(=O)CC2CCCCC2)c(=O)[nH]c1=O	-4.0	0.1	0.3	0.2	6.9	-4.3	-4.4	12.3	-4.0	0.8
O=[N+]([O-])c1ccccc1C=Nn1c(-c2cc(-c3ccccc3)n[nH]2)n[nH]c1=S	.	.	-14.3	0.2	9.2	.	-8.0	-2.1	47.3*	1.0
CC(=O)Nc1ccc(S(=O)(=O)NCCC(=O)OCc2nnc(-c3ccccc3)o2)cc1	-3.6	0.0	-0.1	-0.4	7.4	-2.3	-5.1	-4.3	1.8	-0.7
